# MITF inh: human MITF inhibition, primary screen; O75030; inhibition, % at 2.6 µM; AlphaScreen MITF homodimerization, bead proximity signal; 650,000 compounds, 0.91% hits; in the data active = inhibition above about 50%;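 note: 0% = vehicle wells with protein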
# Target sequence (O75030 whole entry, looked up): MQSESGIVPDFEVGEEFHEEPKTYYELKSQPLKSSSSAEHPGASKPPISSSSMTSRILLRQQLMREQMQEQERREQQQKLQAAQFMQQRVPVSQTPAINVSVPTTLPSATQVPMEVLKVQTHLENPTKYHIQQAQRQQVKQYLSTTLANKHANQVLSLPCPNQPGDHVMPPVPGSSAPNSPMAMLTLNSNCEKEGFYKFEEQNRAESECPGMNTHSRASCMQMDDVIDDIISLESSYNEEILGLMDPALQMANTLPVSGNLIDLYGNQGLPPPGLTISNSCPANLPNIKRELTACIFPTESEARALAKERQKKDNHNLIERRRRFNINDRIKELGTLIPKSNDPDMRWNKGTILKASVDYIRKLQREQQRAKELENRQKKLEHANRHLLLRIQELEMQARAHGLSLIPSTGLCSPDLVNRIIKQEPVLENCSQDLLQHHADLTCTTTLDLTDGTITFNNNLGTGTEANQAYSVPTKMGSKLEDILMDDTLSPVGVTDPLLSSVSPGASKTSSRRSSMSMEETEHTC
# TEAD-YAP inh: TEAD-YAP interaction inhibition. 640,000 compounds, 1.4% hits. AID 1259422. HEK-TIYL cells, TEAD-Gal4/YAP UAS-luciferase luminescence. inhibition, % at 9.12 µM; in the data active = inhibition above about 32%;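 note: 0% = median of test compound wells and 100% = reference inhibitor wells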
# FBW7 activator: human FBW7 E3 ligase activation, primary screen; Q969H0; AlphaScreen FBW7–phospho-cyclin E peptide binding, activator screen; normalized activity (activation), % at 26.1 µM; 650,000 compounds, 0.13% hits; in the data active = normalized activity above about 1.9%;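 note: purified mutant Fbw7 with reduced substrate affinity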
# GPR151 activ: human GPR151 activation; activation, % at 11.2 µM; 650,000 compounds, 1% hits; AID 1508602; PathHunter beta-arrestin GPR151 cells, luminescence; in the data active = activation above about 4.9%;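 note: 0% = median of compound wells and 100% = cells with positive control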
# Target sequence (Q8TDV0 whole entry, looked up): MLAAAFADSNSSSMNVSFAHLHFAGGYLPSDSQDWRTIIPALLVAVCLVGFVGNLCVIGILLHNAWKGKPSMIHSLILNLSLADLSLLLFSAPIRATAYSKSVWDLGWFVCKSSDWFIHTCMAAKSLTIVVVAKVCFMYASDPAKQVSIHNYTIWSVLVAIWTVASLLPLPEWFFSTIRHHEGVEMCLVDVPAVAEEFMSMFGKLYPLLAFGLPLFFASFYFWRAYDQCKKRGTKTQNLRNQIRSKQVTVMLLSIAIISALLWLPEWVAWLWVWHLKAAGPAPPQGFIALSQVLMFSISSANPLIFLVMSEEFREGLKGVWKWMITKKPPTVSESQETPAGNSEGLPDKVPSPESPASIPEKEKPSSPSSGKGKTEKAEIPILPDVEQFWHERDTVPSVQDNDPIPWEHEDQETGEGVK
# The depositor's hits bear a star.
# Order of values: TEAD-YAP inh	MITF inh	FBW7 activator	GPR151 activ
- COc1cc2c(cc1OC)CC(C)(C)N(Cc1ccc(Br)cc1)C2
    2	-1	-0.1	-0.7
- CC1CN(C(=S)Nc2ccc(Cl)cc2)CC(C)O1 (stereo not given)
    -1	6	0.1	0.8
- CCN(CC)CCCn1c(=S)[nH]c2ccc(Cl)cc2c1=O
    -9	7	0.1	-0.1
- O=C(Nc1ccc(Br)cc1)c1ccc(F)c(S(=O)(=O)N2CCN(c3ccccc3F)CC2)c1
    7	-3	0.1	0.8
- Cc1ccccc1Cc1c(C)nc2c(C(=O)NC3CCCCC3C)cnn2c1C (stereo not given)
    -2	8	0.0	0.9
- CC(c1ccc(F)cc1)n1cc(C(=O)NCCc2ccco2)nn1 (stereo not given)
    11	15	-0.1	0.7
- CC1(C)CC(=O)c2cc(C(N)=O)c(=O)n(-c3ccc(Cl)cc3)c2C1
    -3	-8	-0.1	0.2
- CC(C)(C)C(=O)N1CCN(c2nc(-c3ccccc3)c(S(C)(=O)=O)cc2C#N)CC1
    7	-1	0.1	0.1
- O=C1NC(=Nc2ccccc2Cl)S/C1=C/c1ccc(-c2cccc(Br)c2)o1
    0	16	-0.1	-0.2
- Cc1ccc(C2(C)NC(=S)N(c3ccccc3)N2)cc1 (stereo not given)
    -18	9	-0.1	0.1
- CCCN1CCN(S(=O)(=O)c2ccc(F)c(C(=O)Nc3ccc(C)c(Cl)c3)c2)CC1
    11	14	0.1	-1.2
- C=CCNC(=O)NC(=O)COC(=O)c1cc(Cl)ccc1[N+](=O)[O-]
    -5	2	0.0	-0.6
- COc1ccc(C(=O)N/N=C/c2cn[nH]c2-c2ccc(OC)cc2OC)cc1
    -16	-1	-0.1	-0.4
- CC(Oc1ccc(Cl)cc1Cl)C(=O)Nc1ccc(C(N)=O)cc1 (stereo not given)
    -12	-4	-0.1	0.9
- COC(=O)c1ccccc1NC(=O)N1CCN(C(=O)C2CCCO2)CC1 (stereo not given)
    2	24	0.2	0.1
- CC(=O)c1c(NCCc2ccccc2)cc(C)oc1=O
    -23	11	0.2	-0.4
- Cc1cccc(NC(=O)/C=C/c2c(F)cccc2Cl)n1
    -51	9	-0.2	-0.4
- COc1cc2nc(Nc3cnccn3)nc(NCc3cccc(C(F)(F)F)c3)c2cc1OC
    -1	24	0.3	-2.5
- CN(C)c1ccc(S(=O)(=O)NCC(=O)NCc2ccccc2Cl)cc1[N+](=O)[O-]
    14	5	0.0	2.5
- COC(=O)CCc1nc2ccccc2[nH]1
    -6	6	0.5	-2.1
- CC(=O)c1cc(-c2ccc(F)cc2)n(CCC(=O)Nc2nc(C)cs2)c1C
    -1	9	-0.1	-0.4
- CCc1nc(N2CCC(C)CC2)c(C#N)c2c1COC(C)(C)C2
    4	5	0.0	-0.5
- CCOc1cc2[nH]c(=O)n(CCC(=O)NC(C)CC)c(=O)c2cc1OCC (stereo not given)
    4	9	0.7	0.7
- Cc1c(Cl)cccc1NC(=O)CSc1nc2[nH]ncc2c(=O)n1-c1ccc(Br)cc1
    1	4	-0.1	1.9
- Cc1nc(CCNC(=O)CC2C(=O)NCCN2Cc2ccccc2)sc1C (stereo not given)
    5	7	1.5	-0.8
- COc1cc(/C=N/NC(=O)CCN2CCOCC2)cc(I)c1O
    -4	-11	0.1	-1.2
- CCCC(=O)c1ccc(OC(=O)C(F)(OC)C(F)(F)F)cc1 (stereo not given)
    -2	5	-0.1	1.8
- Cc1cccc(-c2cc(Nc3ccc(OCCN4CCCCC4)cc3)ncn2)c1
    22	-5	-0.1	0.4
- CC1CCN(c2ccc(C(N)=O)cc2NC(=O)c2ncoc2-c2cccs2)CC1
    -4	-8	0.0	-0.2
- COc1ccc2ccccc2c1/C=C/c1ccncc1
    -4	15	0.1	0.5
- O=C(NN=C1C2CC3CC(C2)CC1C3)c1cccc([N+](=O)[O-])c1
    -17	7	-0.1	1.3
- Cc1ccccc1N1C(=O)c2cccc(N)c2C1=O
    14	1	0.2	0.8
- CC(C)CC(=O)N1CCC(O)(CS(=O)(=O)Cc2ccccc2Cl)CC1
    6	-8	-0.1	4.0
- COc1cccc(N2C(=O)NC(=O)/C(=C/c3ccc(C(C)C)cc3)C2=O)c1
    9	17	0.6	-2.0
- Cc1c(/C(Cc2ccccc2)=N\O)c2ccccc2n1C
    10	9	0.0	-0.1
- COc1ccccc1NC(=O)c1cc2c(=O)n3cccc(C)c3nc2n1C
    1	11	-0.1	1.1
- CCCCCc1ccc(-c2ccc(C(=O)Nc3ccccc3)cc2)nc1
    -8	5	-0.3	-0.7
- COc1cc(C(=S)N2CCOCC2)cc(OC)c1OC(=O)c1cccc([N+](=O)[O-])c1
    4	0	0.0	-0.9
- CCOC(=O)c1oc2ccccc2c1N=Cc1c(O)[nH]c(=O)[nH]c1=O
    -13	-3	-0.1	1.7
- O=C(CCS(=O)(=O)c1ccc(Br)cc1)Nc1cc(F)ccc1F
    -4	27	0.0	0.4
- COc1cc2ccccc2cc1C(=O)Nc1ccc(N2CCN(S(C)(=O)=O)CC2)cc1
    -3	12	-0.2	1.2
- Cc1cc2cc(CN(Cc3ccccc3)C(=O)C(F)(F)F)c3nnnn3c2cc1C
    -2	-3	-0.1	1.4
- O=C(COC(=O)c1cc(Cl)ccc1O)c1cccc([N+](=O)[O-])c1
    -2	-5	0.0	1.3
- COc1ccc(N2CCN(C(=O)CN3Cc4ccccc4C3=O)CC2)cc1
    8	-1	0.4	1.4
- O=C(Nc1ccc(F)cc1)c1cccc(N2C(=O)c3cccc([N+](=O)[O-])c3C2=O)c1
    -13	-2	-0.4	1.0

# 2 of the compounds above, as tab-separated lines.
mol	TEAD-YAP inh	MITF inh	FBW7 activator	GPR151 activ
Cc1c(/C(Cc2ccccc2)=N\O)c2ccccc2n1C	10	9	0.0	-0.1
COc1ccccc1NC(=O)c1cc2c(=O)n3cccc(C)c3nc2n1C	1	11	-0.1	1.1

# (cont.)
# Order of values: TEAD-YAP inh	MITF inh	FBW7 activator	GPR151 activ
- CCC(C)(C)C(=O)Nc1nnc(Cc2ccc(OC)cc2)s1
    8	3	0.2	0.3
- S=C(c1cccs1)N1CCCC1
    -3	-4	-0.2	0.4
- COC(=O)C1=CN(CCC23CC4CC(CC(C4)C2)C3)C=C(C(=O)OC)C1c1cccc([N+](=O)[O-])c1
    5	18	0.2	2.2
- Cc1cccc(NC(=O)C(=O)N/N=C/c2cc(Br)ccc2O)c1C
    -4	0	0.0	-0.5
- COc1ccc(Cl)cc1NC(=O)c1nn2c(c1Cl)NC(c1cccs1)CC2C(F)(F)F (stereo not given)
    -1	1	0.6	-1.0
- COc1cccc(C(=O)NCc2nnc(SCC(=O)N3N=C(c4cccs4)CC3c3cccc(OC)c3OC)n2C)c1 (stereo not given)
    13	-1	-0.1	1.5
- CC1(OCC#CCN2CCOCC2)COC(C)(OCC#CCN2CCOCC2)OC1 (stereo not given)
    -1	5	0.5	-0.5
- C=CCN1C(=O)C(C)S/C1=N/S(=O)(=O)c1ccc(Cl)cc1 (stereo not given)
    3	5	0.1	-0.6
- COc1ccc2nc(NCCCNS(=O)(=O)c3ccc([N+](=O)[O-])cc3)c(C#N)cc2c1
    -4	-11	0.4	0.6
- COc1cccc(N2C(=O)C3CCCN3C2c2cccs2)c1 (stereo not given)
    0	-9	-0.2	0.1
- O=C(CSc1nc(-c2ccccc2)cc(=O)[nH]1)Nc1ccc(F)c(F)c1
    3	4	-0.1	0.8
- COc1ccccc1OCC(=O)NCc1ccco1
    0	-3	-0.2	-0.6
- COC(=O)c1c(NC(=O)c2cc(Cl)sc2Cl)sc2c1CCN(C(C)=O)C2
    -3	16	0.2	1.1
- Cn1c(=O)c2c(nc3n2CC(=O)N3c2ccc(F)cc2)n(C)c1=O
    5	0	-0.2	-0.8
- Cc1ccc(C)c(NC(=S)N2CCN(CCO)CC2)c1
    6	18	-0.1	0.6
- CCNC(=O)NC(=O)CN(C)c1ccccc1
    2	-18	0.1	-1.1
- O=[N+]([O-])c1ccc(N2CCN(C(=S)NCc3ccco3)CC2)cc1
    20	14	0.0	1.5
- CCCCN(CC)CCCNC(=O)CC1Nc2ccccc2NC1=O (stereo not given)
    -6	6	0.2	-0.8
- C=CCn1c(=NC(=O)C(C)(C)C)sc2cc(S(C)(=O)=O)ccc21
    -6	11	0.2	1.1
- Cc1ccc(S(=O)(=O)N2CCN(c3ccccc3[N+](=O)[O-])CC2)cc1
    1	-18	-0.2	-1.1
- CCc1ccccc1NS(=O)(=O)c1ccc(Br)c(OC)c1
    -1	11	-0.1	0.6
- N/C(=N\OC(=O)c1cccc(F)c1)c1ccc(Br)cc1
    -5	9	-0.1	1.4
- O=C(CC1Nc2c3ccccc3nc(=S)n2C1=O)NCCc1ccc(Cl)cc1 (stereo not given)
    20	-6	0.1	-0.2
- CCOC(=O)/C(C#N)=C1\C=CNC(=O)N1
    8	-4	0.0	1.8
- Cc1ccc(C(=O)N2CCN(CCNC(=O)C(=O)NC(C)C)CC2)cc1
    13	14	0.2	0.8
- O=C(c1ccc(F)cc1)c1ccc(Oc2ccc(S(=O)(=O)N3CCOCC3)cn2)cc1
    2	19	0.3	0.7
- CCC(C)NC(=O)CCC(=O)Nc1ccc2nc(N3CCN(C)CC3)cc(C)c2c1 (stereo not given)
    0	-13	-0.1	1.0
- Cc1ccc(C)c(-c2csc(=Nc3ccccc3)n2-c2ccccc2)c1
    3	-1	-0.1	0.7
- O=C(Nc1ccc(Cl)cc1C(=O)N1CCN(CCO)CC1)c1ccco1
    -6	8	0.1	0.0
- CC(=O)c1ccc(OCCCC(=O)OCc2cc([N+](=O)[O-])cc3c2OCOC3)cc1
    3	0	0.1	0.3
- O=C(Cc1ccccc1)Nn1c(SCC(=O)c2ccc(Cl)cc2)nc2ccccc2c1=O
    -8	-10	0.3	3.0
- O=C(Nc1ccc(-c2nc3cccnc3o2)cc1)c1ccc([N+](=O)[O-])cc1Cl
    -9	13	1.5	-1.2
- CCN(CC)CCCN1CN(CCCN(CC)CC)CN(CCCN(CC)CC)C1
    1	-63	0.1	-0.4
- CC(C)(C)c1ccc(C(=O)N2CCN(c3ccc([N+](=O)[O-])cc3Cl)CC2)cc1
    -3	8	-0.2	0.7
- COc1cccc(-n2c(=O)c3sccc3n(CC(=O)N3CCCc4ccccc43)c2=O)c1
    2	2	0.0	-0.8
- Cn1c(=O)n(C)c2cc(C(=O)N3CCCC(n4nc(-c5ccco5)ccc4=O)C3)ccc21 (stereo not given)
    -14	-11	0.0	-0.2
- Cc1ccc(Cl)cc1N(CC(=O)O)S(=O)(=O)c1ccccc1
    -3	-15	0.0	0.1
- Cc1ccc(C(=O)Nc2nnc(Cc3ccc(Cl)cc3)s2)cc1
    -2	-5	0.1	0.0
- CN1C(=O)/C(=C2\SC(=S)N(C)C2=O)SC1=S
    -12	-3	0.1	1.4
- CC(C)(C)c1ccc(Cn2c(NC(=O)c3ccccc3)nc3ccccc32)cc1
    0	-1	-0.1	0.9
- COCc1cc(C(C)(C)C)c(O)c(O)c1C(C)(C)C
    1	-6	0.1	0.0
- CC1=C(C#N)C(NC(=O)c2ccccc2Cl)(C(F)(F)F)C(=O)N1 (stereo not given)
    3	14	0.6	-1.1
- COc1ccc(CCN2C(=S)SC(C)(C)C2N(O)C(=O)NC(C)C)cc1OC (stereo not given)
    5	9	-0.1	0.0
- Cc1[nH]c2ccc(OCc3ccccc3)cc2c1CCNC(=O)CCCCCNC(=O)c1ccccc1C(=O)O
    -4	-9	-0.2	-1.2
- CCC(=O)c1ccc(OCCCn2cnc3ccccc32)cc1
    -5	10	-0.1	0.4
- C=CCc1cccc(/C=N/NC(=O)c2cc(C)oc2C)c1O
    -12	0	-0.3	0.3
- COc1ccc(CN2CCN(Cc3cccc(Cl)c3)CC2)cc1OC
    9	82*	-0.1	2.9
- COc1cc(C(=O)Nc2nc(C)c(C(=O)N3CCCCC3)s2)cc(OC)c1OC
    -6	3	-0.1	-0.2
- Cc1c(CCO)c(=O)[nH]n1S(=O)(=O)c1ccc(I)cc1
    6	2	0.1	-0.4
- O=C(c1cncc(O)c1)N1C2CCC1CC(c1ccc(F)cc1)C2 (stereo not given)
    4	15	-0.3	-0.6
- Cc1cc(=O)[nH]c(-n2nc(C)cc2NC(=O)C23CC4CC(CC(C4)C2)C3)n1
    25	19	0.0	-0.3

# Molecules shown so far that contain an NH in an aromatic ring:
# Order of values: TEAD-YAP inh	MITF inh	FBW7 activator	GPR151 activ
- CCN(CC)CCCn1c(=S)[nH]c2ccc(Cl)cc2c1=O
    -9	7	0.1	-0.1
- COc1ccc(C(=O)N/N=C/c2cn[nH]c2-c2ccc(OC)cc2OC)cc1
    -16	-1	-0.1	-0.4
- COC(=O)CCc1nc2ccccc2[nH]1
    -6	6	0.5	-2.1
- CCOc1cc2[nH]c(=O)n(CCC(=O)NC(C)CC)c(=O)c2cc1OCC (stereo not given)
    4	9	0.7	0.7
- Cc1c(Cl)cccc1NC(=O)CSc1nc2[nH]ncc2c(=O)n1-c1ccc(Br)cc1
    1	4	-0.1	1.9
- CCOC(=O)c1oc2ccccc2c1N=Cc1c(O)[nH]c(=O)[nH]c1=O
    -13	-3	-0.1	1.7
- O=C(CSc1nc(-c2ccccc2)cc(=O)[nH]1)Nc1ccc(F)c(F)c1
    3	4	-0.1	0.8
- Cc1[nH]c2ccc(OCc3ccccc3)cc2c1CCNC(=O)CCCCCNC(=O)c1ccccc1C(=O)O
    -4	-9	-0.2	-1.2
- Cc1c(CCO)c(=O)[nH]n1S(=O)(=O)c1ccc(I)cc1
    6	2	0.1	-0.4
- Cc1cc(=O)[nH]c(-n2nc(C)cc2NC(=O)C23CC4CC(CC(C4)C2)C3)n1
    25	19	0.0	-0.3

# Bioassay records (PubChem BioAssay)
